From PubChem BioAssay
EZH2 inh – EZH2/PRC2 methyltransferase inhibitors, primary screen, biochemical, DELFIA time-resolved fluorescence, single point; Histone-lysine N-methyltransferase EZH2 (Homo sapiens), Q15910; PRC2 H3K27 methylation, DELFIA TRF, 1 h; inhibition, % at 12.5 µM; 0.35% of 57,000 active; AID 651548, 2012;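 active = mean inhibition of replicates at least 50% and every single replicate also reaching 50%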;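 also: dimethyl H3K27 on biotinylated H3 21-44 peptide detected by antibody; plate controls were median neutral control wells for no effect and median positive control wells for full effect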
IDH1 mut inh – inhibitors of IDH1 R132H reductase, primary screen, biochemical, plate reader, single point; 0.18% of 70,000 active; inhibition, % at 10 µM; Isocitrate dehydrogenase [NADP] cytoplasmic (Homo sapiens), O75874; diaphorase/resazurin fluorescence, 60 min; in the data active = inhibition above about 34%;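 also: 0% = DMSO and 100% = no enzyme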
Target sequence (O75874 whole entry R132H): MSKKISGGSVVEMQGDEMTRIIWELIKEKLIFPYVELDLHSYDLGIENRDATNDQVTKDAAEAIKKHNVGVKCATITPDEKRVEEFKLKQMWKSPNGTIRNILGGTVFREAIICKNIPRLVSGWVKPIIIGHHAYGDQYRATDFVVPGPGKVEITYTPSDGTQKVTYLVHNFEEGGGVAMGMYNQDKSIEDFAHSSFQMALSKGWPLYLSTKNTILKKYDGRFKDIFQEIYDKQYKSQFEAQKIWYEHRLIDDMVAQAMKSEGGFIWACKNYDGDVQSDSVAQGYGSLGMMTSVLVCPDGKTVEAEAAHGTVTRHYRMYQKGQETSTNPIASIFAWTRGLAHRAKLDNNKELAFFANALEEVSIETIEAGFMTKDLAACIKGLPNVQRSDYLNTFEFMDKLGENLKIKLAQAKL
Active calls of the source: *; . = no result given.

SMILES | EZH2 inh | IDH1 mut inh
O=C1O[C@@H](c2ccccc2)[C@@H](c2ccccc2)N2[C@@H](c3ccc(O)cc3)[C@]3(C(=O)Nc4ccc(C#CCCO)cc43)[C@@H](C(=O)N3CCN(c4ncccn4)CC3)[C@H]12 | -18 | .
C[C@@H]1CN([C@H](C)CO)C(=O)c2cc(NC(=O)CCCCCC(=O)Nc3ccccc3N)ccc2O[C@@H](C)CCCCO[C@@H]1CN(C)S(=O)(=O)c1ccc(Cl)cc1 | . | -0.5
C[C@@H]1CCCCO[C@@H](CN(C)Cc2ccncc2)[C@@H](C)CN([C@H](C)CO)C(=O)c2cc(NC(=O)CCCCCC(=O)Nc3ccccc3N)ccc2O1 | 10 | 0.1
COc1cc(NC(=O)CS(=O)(=O)c2ccccc2)cc(OC)c1OC | 1 | 0.0
O=C(OC[C@H]1O[C@@H](Oc2ccc(O)cc2COC(=O)C2(O)C=CCCC2=O)[C@H](O)[C@@H](O)[C@@H]1O)c1ccccc1 (some centres undefined) | . | 0.9
O=C(CSc1n[nH]c(-c2ccncc2)n1)Nc1sc2c(c1C(=O)Nc1ccccc1)CCCC2 | 20 | 0.3
C[C@@H]1CN([C@@H](C)CO)S(=O)(=O)c2ccc(-c3cccc(C(=O)N(C)C)c3)cc2O[C@H]1CN(C)C(=O)Nc1ccccc1 | 2 | 4.3
CO[C@H]1CN(C)C(=O)c2ccc(NS(C)(=O)=O)cc2OC[C@@H](C)N(CC2CCOCC2)C[C@H]1C | 0 | 0.3
C[C@@H]1CCCCO[C@H](CN(C)C(=O)C2CCCCC2)[C@H](C)CN([C@@H](C)CO)C(=O)c2cc(NS(=O)(=O)c3ccccc3)ccc2O1 | . | 2.2
C[C@H]1CN([C@@H](C)CO)C(=O)c2cc(C#CCN(C)C)cnc2O[C@@H]1CN(C)C(=O)Nc1ccccc1F | 7 | -2.0

Another view of 2 compounds above:
Values run as follows: EZH2 inh | IDH1 mut inh
O=C(CSc1n[nH]c(-c2ccncc2)n1)Nc1sc2c(c1C(=O)Nc1ccccc1)CCCC2
→ 20 | 0.3
C[C@@H]1CN([C@@H](C)CO)S(=O)(=O)c2ccc(-c3cccc(C(=O)N(C)C)c3)cc2O[C@H]1CN(C)C(=O)Nc1ccccc1
→ 2 | 4.3

More results follow.
SMILES | EZH2 inh | IDH1 mut inh
Cc1cccc(-c2nc3cc(NC(=O)COc4ccccc4[N+](=O)[O-])ccc3o2)c1 | -22 | -0.1
CC(=O)N(C)C[C@H]1Oc2cc(C3=CCCC3)ccc2S(=O)(=O)N([C@@H](C)CO)C[C@@H]1C | 30 | .
C[C@H](CO)N1C[C@H](C)[C@H](CN(C)C(=O)C2CC2)Oc2cc(C3=CCCCC3)ccc2S1(=O)=O | -4 | .
C[C@@H]1CCCCO[C@H](CN(C)S(=O)(=O)c2ccc(F)cc2)[C@@H](C)CN([C@H](C)CO)C(=O)c2cc(NC(=O)Nc3ccc(F)cc3)ccc2O1 | . | -1.0
CCOC(=O)c1c(NC(=O)CN2C(=O)c3ccccc3C2=O)sc2c1CCC(C)C2 (centres undefined) | -9 | -0.1
CCS(=O)(=O)NCC[C@@H]1CC[C@@H](NC(=O)Nc2ccccc2)[C@H](CO)O1 | -10 | 0.2
COC(=O)C1(Cc2ccc(O)cc2)OC(=O)C(OC)=C1c1ccc(O)cc1 (centres undefined) | 12 | -0.1
C[C@H](NC(=O)C[C@H]1C=C[C@@H](NC(=O)CN2CCOCC2)[C@H](CO)O1)c1ccccc1 | 4 | -0.3
COc1ccc(NC(=O)Nc2ccc3c(c2)C(=O)N([C@@H](C)CO)C[C@H](C)[C@@H](CN(C)C)OCCCC[C@@H](C)O3)cc1 | 3 | 1.8
COCCCNC(=O)[C@@]1(Cc2ccccc2)COC(c2ccc(OCCCO)cc2)=N1 | 4 | .
Cc1ccc(-c2csc3nnc(SCC(=O)c4ccc5c(c4)OCCO5)n23)cc1C | -5 | 0.1
C[C@H]1CN([C@@H](C)CO)C(=O)Cc2cc(NC(=O)C3CC3)ccc2O[C@H]1CN(C)C(=O)Nc1cccc2ccccc12 | -4 | -3.3
CO[C@@H]1CN(C)C(=O)c2cc(NC(=O)c3nc4ccccc4s3)ccc2OC[C@H](C)N(Cc2cncnc2)C[C@H]1C | -1 | -0.5
COc1ccc(NC(=O)N(C)C[C@@H]2OCCCC[C@@H](C)Oc3ccc(NC(=O)NC4CCCCC4)cc3C(=O)N([C@H](C)CO)C[C@@H]2C)cc1 | . | 1.5
C[C@@H]1CN([C@H](C)CO)C(=O)c2cccc(NS(C)(=O)=O)c2O[C@@H]1CN(C)C | 5 | 2.1
C[C@H]1CN([C@@H](C)CO)S(=O)(=O)c2ccc(C#Cc3ccccc3F)cc2O[C@@H]1CN(C)C | 5 | -1.2
C=C(C(=O)O)[C@@H]1CC[C@@]2(C)CC(=O)C=C(C)C2C1 (some centres undefined) | -20 | 0.6
COc1ccc(CN(C)C[C@@H]2OCCCC[C@@H](C)Oc3ccc(NC(=O)NC(C)C)cc3C(=O)N([C@@H](C)CO)C[C@@H]2C)cc1 | 6 | -0.3
O=C(C[C@H]1C=C[C@@H](NS(=O)(=O)c2ccc(F)cc2)[C@@H](CO)O1)NCCc1ccncc1 | -2 | -0.1
CCC(=O)N[C@H]1C=C[C@H](CC(=O)NCC2CCCCC2)O[C@H]1CO | -10 | 0.0
C[C@@H]1CN([C@H](C)CO)C(=O)c2cc(-c3cccc(F)c3)cnc2O[C@H]1CN(C)S(=O)(=O)c1cccc(F)c1 | 6 | -6.3
C[C@H](CO)N1C[C@H](C)[C@H](CN(C)Cc2ccc(Oc3ccccc3)cc2)Oc2c(NS(=O)(=O)c3ccc(Cl)cc3)cccc2C1=O | . | -2.2
O=C(C[C@H]1CC[C@H](NC(=O)NC2CCCCC2)[C@@H](CO)O1)NCc1ccc(F)cc1 | -8 | -0.3
CO[C@H]1CN(C)C(=O)c2cc(NC(=O)NC3CCCCC3)ccc2OC[C@@H](C)N(C)C[C@@H]1C | 3 | -0.1
CO[C@H]1CN(C)C(=O)c2cc(NC(=O)C3CC3)ccc2OC[C@H](C)N(C(=O)c2ccccn2)C[C@H]1C | 9 | -0.1
O=C(Nc1ccc2c(c1)[C@H]1C[C@H](CC(=O)N3CCc4ccccc4C3)O[C@@H](CO)[C@H]1O2)NC1CCCC1 | -1 | 0.1
COc1ccc(NC(=O)N(C)C[C@H]2Oc3ccc(NC(=O)C4CCCCC4)cc3CC(=O)N([C@@H](C)CO)C[C@@H]2C)cc1 | . | 0.3
O=C(Nc1ccccc1F)N[C@H]1CC[C@@H](CCNC(=O)C2CCOCC2)O[C@@H]1CO | 5 | 0.2
C[C@H](CO)N1C[C@H](C)[C@@H](CN(C)C(=O)C2CCCCC2)OCCCC[C@H](C)Oc2ccc(NC(=O)Nc3ccccc3)cc2C1=O | . | -1.6
COc1ccc(NC(=O)N(C)C[C@@H]2Oc3ccc(NC(=O)Cc4ccccc4)cc3C(=O)N([C@H](C)CO)C[C@@H]2C)cc1 | -2 | -3.1

By substructure: those above with an aryl methoxy group (six)
SMILES | EZH2 inh | IDH1 mut inh
COc1cc(NC(=O)CS(=O)(=O)c2ccccc2)cc(OC)c1OC | 1 | 0.0
COc1ccc(NC(=O)Nc2ccc3c(c2)C(=O)N([C@@H](C)CO)C[C@H](C)[C@@H](CN(C)C)OCCCC[C@@H](C)O3)cc1 | 3 | 1.8
COc1ccc(NC(=O)N(C)C[C@@H]2OCCCC[C@@H](C)Oc3ccc(NC(=O)NC4CCCCC4)cc3C(=O)N([C@H](C)CO)C[C@@H]2C)cc1 | . | 1.5
COc1ccc(CN(C)C[C@@H]2OCCCC[C@@H](C)Oc3ccc(NC(=O)NC(C)C)cc3C(=O)N([C@@H](C)CO)C[C@@H]2C)cc1 | 6 | -0.3
COc1ccc(NC(=O)N(C)C[C@H]2Oc3ccc(NC(=O)C4CCCCC4)cc3CC(=O)N([C@@H](C)CO)C[C@@H]2C)cc1 | . | 0.3
COc1ccc(NC(=O)N(C)C[C@@H]2Oc3ccc(NC(=O)Cc4ccccc4)cc3C(=O)N([C@H](C)CO)C[C@@H]2C)cc1 | -2 | -3.1

More entries.
SMILES | EZH2 inh | IDH1 mut inh
CC(C)CC#Cc1ccc2c(c1)O[C@H](CN(C)C(=O)c1cccnc1)[C@@H](C)CN([C@H](C)CO)S2(=O)=O | -7 | 11
CO[C@@H]1CN(C)C(=O)c2cc(NC(=O)c3ccc(F)cc3)ccc2OC[C@H](C)N(C)C[C@@H]1C | 12 | 0.1
C[C@@H]1CN([C@H](C)CO)C(=O)c2cccc(NC(=O)Nc3ccc(C(F)(F)F)cc3)c2O[C@@H]1CN(C)S(=O)(=O)c1ccc(Cl)cc1 | . | -0.3
O=C(N/N=C/c1ccccc1C(=O)O)c1ccccn1 | -5 | 0.0
C[C@H](CO)N1C[C@H](C)[C@@H](CN(C)C(=O)Nc2ccc(C(F)(F)F)cc2)Oc2ccc(NC(=O)Cc3ccccc3)cc2CC1=O | . | 0.5
CNC[C@@H]1Oc2cc(C#C[C@@H](C)O)ccc2S(=O)(=O)N([C@@H](C)CO)C[C@H]1C | -42 | 1.0
C[C@H](CO)N1C[C@H](C)[C@@H](CN(C)Cc2ccc3c(c2)OCO3)Oc2ncc(C#CCN(C)C)cc2C1=O | . | -0.5
CO[C@@H]1CN(C)C(=O)c2cc(NS(=O)(=O)c3cccc(C)c3)ccc2OC[C@H](C)NC[C@H]1C | -2 | 0.2
COc1ccc(NC(=O)c2ccc(OCC(=O)Nc3cccc(C)c3C)cc2)cc1Cl | -14 | 0.0
O=C(Cc1ccccc1[N+](=O)[O-])Nc1cc(Cl)ccc1Oc1ccccc1 | 44 | 0.4
COc1ccccc1NC(=O)N(C)C[C@@H]1Oc2ncc(C#CCN(C)C)cc2C(=O)N([C@H](C)CO)C[C@@H]1C | 7 | 0.9
CC1(C)C(=O)C=C[C@@]2(C)C1CC(=O)[C@@]1(C)C3=CC(=O)O[C@@H](c4ccoc4)[C@]3(C)CCC12 (some centres undefined) | . | 0.6
CO[C@H]1CN(C)C(=O)c2ccc(NC(=O)NC(C)C)cc2OC[C@@H](C)N(C(=O)CC2CC2)C[C@H]1C | 1 | -0.1
C[C@H]1CN([C@@H](C)CO)C(=O)c2ccccc2-c2ccccc2CO[C@@H]1CN(C)S(=O)(=O)c1ccc(F)cc1 | -13 | 1.1
C[C@@H]1CN([C@H](C)CO)C(=O)Cc2cc(NC(=O)NC3CCCCC3)ccc2O[C@@H]1CN(C)Cc1ccc(Cl)c(Cl)c1 | . | 0.8
C[C@H]1CN([C@@H](C)CO)C(=O)c2cc(C#Cc3ccccn3)cnc2O[C@H]1CN(C)Cc1ccncc1 | 0 | 3.5
C[C@@H]1CN([C@H](C)CO)C(=O)c2cccc(NC(=O)c3cnccn3)c2O[C@H]1CN(C)Cc1ccc2c(c1)OCO2 | -8 | .
CC(C)NC(=O)N(C)C[C@@H]1Oc2ccc(NC(=O)CCN3CCOCC3)cc2CC(=O)N([C@H](C)CO)C[C@@H]1C | . | 2.9
COc1ccccc1NC(=O)CSc1nc(-c2ccccc2)cc(=O)[nH]1 | 7 | -0.1
C[C@@H]1CN([C@H](C)CO)C(=O)Cc2cc(NS(C)(=O)=O)ccc2O[C@H]1CN(C)Cc1ccc(C(F)(F)F)cc1 | -11 | -0.2
CCC(=O)N(C)C[C@H]1Oc2cc(C3=CCCCC3)ccc2S(=O)(=O)N([C@H](C)CO)C[C@@H]1C | -2 | 1.3
C[C@H]1CN([C@@H](C)CO)C(=O)c2cccc(NC(=O)C3CC3)c2O[C@@H]1CN(C)Cc1ccc(C(=O)O)cc1 | 13 | .
C[C@@H]1CN([C@@H](C)CO)C(=O)c2cc(NS(=O)(=O)c3ccc(F)cc3)ccc2O[C@@H](C)CCCCO[C@@H]1CN(C)S(=O)(=O)c1cn(C)cn1 | . | -0.2
C[C@H]1CN([C@@H](C)CO)C(=O)Cc2cc(NC(=O)CCN3CCOCC3)ccc2O[C@H]1CN(C)S(=O)(=O)c1ccc(Cl)cc1 | . | -0.6
CCNC(=O)C[C@@H]1CC[C@@H](NC(=O)C2CCC2)[C@H](CO)O1 | -3 | -0.2
O=C(Cc1ccccn1)NCC[C@@H]1CC[C@H](NC(=O)CN2CCOCC2)[C@H](CO)O1 | 9 | 0.4
O=C(C[C@@H]1C=C[C@H](NC(=O)Nc2cc(F)ccc2F)[C@@H](CO)O1)Nc1ccc(-c2ccccc2)cc1 | -1 | 0.0
C[C@@H]1CN([C@@H](C)CO)C(=O)c2cc(NC(=O)Nc3ccc(C(F)(F)F)cc3)ccc2O[C@@H]1CN(C)Cc1ccc(C(=O)Nc2ccccc2N)cc1 | -23 | .
CC(C)NC(=O)Nc1ccc2c(c1)CC(=O)N([C@H](C)CO)C[C@H](C)[C@@H](CN(C)C(=O)NC1CCCCC1)O2 | 15 | 0.4
O=C(Nc1ccc(Cl)cc1)N[C@H]1CC[C@@H](CCNS(=O)(=O)c2ccccc2F)O[C@H]1CO | -9 | -0.3
C[C@@H]1CN([C@H](C)CO)C(=O)c2cc(/C=C/c3ccccc3)cnc2O[C@@H]1CN(C)Cc1ccncc1 | 6 | 6.8
C[C@H](CO)N1C[C@H](C)[C@H](CN(C)C(=O)c2cccc(F)c2)Oc2ncc(-c3cncnc3)cc2C1=O | . | -0.4
CCC(=O)N(C)C[C@@H]1Oc2ncc(C#Cc3cccnc3)cc2C(=O)N([C@H](C)CO)C[C@@H]1C | 7 | 4.1
C[C@@H]1CN([C@@H](C)CO)C(=O)c2cc(NC(=O)CCC(F)(F)F)ccc2O[C@@H]1CN(C)C(=O)Nc1ccc(C(F)(F)F)cc1 | -5 | -0.3
CO[C@H]1CN(C)C(=O)c2cc(NS(=O)(=O)c3ccc(C)cc3)ccc2OC[C@@H](C)NC[C@@H]1C | 1 | 0.0

A portion of the library (hit frequency here may not be typical).
